mcGAS RapidFire – blocks mouse cGAS cGAMP production | recombinant mouse cGAS, cGAMP by RapidFire MS | inhibition, % at 12.5 µM | 0.18% of 130,000 active | AID 1259397;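 active = inhibition of cGAS enzyme activity at or above 60%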;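 note: enzyme stimulated by 45 bp dsDNA with ATP and GTP substrates; cGAMP share of summed cGAMP plus half ATP and half GTP signals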
Target sequence (Q8C6L5 whole entry, looked up): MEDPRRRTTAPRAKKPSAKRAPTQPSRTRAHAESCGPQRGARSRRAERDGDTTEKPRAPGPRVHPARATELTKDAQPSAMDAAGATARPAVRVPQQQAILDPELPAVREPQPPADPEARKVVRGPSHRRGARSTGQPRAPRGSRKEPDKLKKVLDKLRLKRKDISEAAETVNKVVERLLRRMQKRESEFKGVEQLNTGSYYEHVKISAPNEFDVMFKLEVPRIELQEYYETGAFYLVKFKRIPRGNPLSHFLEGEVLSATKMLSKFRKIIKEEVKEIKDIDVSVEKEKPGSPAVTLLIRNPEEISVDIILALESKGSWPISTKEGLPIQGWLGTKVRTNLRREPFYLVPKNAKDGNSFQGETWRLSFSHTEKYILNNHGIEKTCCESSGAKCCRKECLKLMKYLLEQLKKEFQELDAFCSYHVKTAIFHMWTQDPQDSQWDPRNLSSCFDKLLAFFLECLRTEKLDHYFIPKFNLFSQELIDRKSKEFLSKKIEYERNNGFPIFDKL
* marks the source's active call; other numbers are inactive results; & = joins results of further samples. This is a subset; count on the stated rates, not on these rows.

SMILES	mcGAS RapidFire
COCc1cc(C)n(CC(=O)N/N=C\c2cc([N+](=O)[O-])ccc2Cl)c(=O)c1C#N	-8
Cc1ccc(C2=NN(C(=O)CC#N)C(O)(C(F)(F)F)C2)cc1 (stereo not drawn)	9
CCCCCn1c(N2CCN(Cc3ccc(Br)cc3)CC2)nc2c1c(=O)[nH]c(=O)n2C	-3
COc1ccc(C(O)c2ncc(-c3ccc4ccccc4c3)[nH]2)cc1 (stereo not drawn)	-10
Cc1cc(C)cc(N2CCN(C(=O)CS(C)(=O)=O)CC2=O)c1	-1
C/C(=C\c1ccco1)CN1CCN(c2cc(C)nc(-c3cccnc3)n2)CC1	-11
CCOc1ccccc1OCC(=O)N1CCc2cc([N+](=O)[O-])ccc21	-8
Cc1cc(C)n(C2CCN(C(=O)c3coc(COc4cccc5cccnc45)n3)C2)n1 (stereo not drawn)	-7
Cc1nc2ccc(NC(=S)NC3CC4CCC3C4)cc2s1 (stereo not drawn)	-11
CC(C)c1nsc(N(C)C2CCC2)n1	-1
CCCNC(=O)C1(C)CCN(Cc2ccc(-c3ccccn3)cc2)C1 (stereo not drawn)	-6
Cc1cc2c(cc1NS(=O)(=O)C(F)(F)F)NC(=O)CO2	-5
O=C(c1ccc(N2CCCCC2)cc1)N1CCC(CO)(Cc2ccccc2Cl)CC1	-4
COc1cc2c(cc1CNCc1nnc3n1CCCCC3)OC(C)C2 (stereo not drawn)	1
Cc1cccc(C2c3[nH]c4ccccc4c3CCN2C(=O)c2sc(C)nc2C)c1 (stereo not drawn)	6
CC1=NN(c2nc(C)cc(C)n2)C2=NC3=C(C(=O)CCC3)C(c3ccc(C#N)cc3)C12 (stereo not drawn)	-5
Cc1cc(O)c(C(c2ccncc2)N2CCN(c3ccccn3)CC2)c(=O)n1Cc1cccnc1 (stereo not drawn)	-13
COc1cc(OC)c(NC(=O)CN(C)CCO)cc1Cl	6
Cc1ccc(SCCCn2cnc3ccccc32)cc1	-2
O=S(Cc1ccccc1)Cc1c(Cl)cccc1Cl (stereo not drawn)	7
Cc1nc2c(-c3ccc(Cl)cc3)c(C)[nH]n2c(=O)c1C	-8
CC(Cc1cccs1)NC(=O)c1cccc(NCC(=O)O)c1 (stereo not drawn)	-10
Cc1cnc(NC(=O)C2=C(O)c3ccccc3S(=O)(=O)N2C)s1	-13&-7&0&10&12
COc1ccc(-n2c(SCc3ccccc3)nc3c(c2=O)SCC3)cc1	-7
CC(C)N1C(=O)CC(Nc2cc(C(F)(F)F)nc(-c3ccccn3)n2)C1=O (stereo not drawn)	0

Single entries from the entries so far.
Cc1cnc(NC(=O)C2=C(O)c3ccccc3S(=O)(=O)N2C)s1 – mcGAS RapidFire = -13&-7&0&10&12
Cc1cccc(C2c3[nH]c4ccccc4c3CCN2C(=O)c2sc(C)nc2C)c1 (stereo not drawn) – mcGAS RapidFire = 6
O=C(c1ccc(N2CCCCC2)cc1)N1CCC(CO)(Cc2ccccc2Cl)CC1 – mcGAS RapidFire = -4
CC(C)c1nsc(N(C)C2CCC2)n1 – mcGAS RapidFire = -1

(list continues)
SMILES	mcGAS RapidFire
CC(=O)c1nc(N2C(=O)CC(Cc3ccc(C)cc3)C2=O)sc1C (stereo not drawn)	-2
CCOC(=O)C1(Cc2ccccc2)CCN(Cc2cc(Cl)c(O)c(OC)c2)CC1	-9
CCS(=O)(=O)N1CCC(C(=O)O)CC1	-8
O=C(NNC(=O)c1ccccc1Br)c1ccc(Cn2nnc(-c3ccccc3)n2)cc1	-7
c1cncc(COC2CCN(Cc3cnc(-c4cccs4)nc3)CC2)c1	-4
CN(CCS(=O)(=O)c1ccccc1)Cc1cc(Br)cn1C	-3
Cn1ncc(Sc2ncc3ccccn23)c(Br)c1=O	2
CCOCCn1c(=NC(=O)C2=COCCO2)sc2cc(OC)ccc21	-7
Cc1ccc(C)c(OCc2cc(C(=O)NCc3nnc4n3CCC4)no2)c1	-17
CC(=O)c1ccc(NC(=O)C(C)SC/C=C/c2ccccc2)cc1 (stereo not drawn)	-1
Clc1ccc(-c2nnc3n2N=C(c2ccc(Cl)s2)CS3)cc1	-5
CN(C)c1ccc(Nc2nc3ccccc3n3nnnc23)cc1	-11
CC(=O)Cn1c(-c2ccccc2)cn2c3c(=O)n(C)c(=O)n(C)c3nc12	-3
Cc1sc(NC(=O)CS(=O)c2nncn2C)c(C)c1C (stereo not drawn)	7
COc1ccc(C2=N/C(=C\C(Cl)=C\c3ccccc3)C(=O)O2)cc1	-5
c1ccc(C2=Nn3cc(-c4ccccc4)nc3SC2)cc1	-2
CN(Cc1ccc(Cl)cc1)C(=O)Cn1cnc2ccc([N+](=O)[O-])cc2c1=O	-10
CCN(Cc1ccc(Br)s1)C(=O)COc1ccccc1C#N	-4
CCNC(=O)NC(=O)C(C)N1CCN(CC(=O)N2CCCCC2C)CC1 (stereo not drawn)	-3
Cc1ncsc1CCC(=O)NC(C)c1ccccc1-n1cccn1 (stereo not drawn)	-17
CCN(C)C(=O)C1CN(C(=O)NC(C)(C)C)CC1c1cc(OC)c(OC)c(OC)c1 (stereo not drawn)	-5
CN(C)CC1(O)CCN(C(=O)C2(c3ccccc3)CC2)C1 (stereo not drawn)	-18
O=[N+]([O-])c1nn(-c2ccccc2)[n+]([O-])c1N1CCN(c2ccco2)CC1	-18
CCONC(=O)c1cc(-c2ccccc2)nc2ccccc12	0
CN(CCc1ccccc1)C(=O)[C@@]12CNC[C@@H]1CN(S(C)(=O)=O)C2	-7

Entries shown so far that contain fluorine (3):
SMILES	mcGAS RapidFire
Cc1ccc(C2=NN(C(=O)CC#N)C(O)(C(F)(F)F)C2)cc1 (stereo not drawn)	9
Cc1cc2c(cc1NS(=O)(=O)C(F)(F)F)NC(=O)CO2	-5
CC(C)N1C(=O)CC(Nc2cc(C(F)(F)F)nc(-c3ccccn3)n2)C1=O (stereo not drawn)	0

Carrying on:
SMILES	mcGAS RapidFire
Cc1oc(-c2ccc3ccccc3c2)nc1CN1CCN(C(=O)c2ccco2)CC1	-5
COC(=O)c1ccc(N2CCCC2)c(NC(=O)N2CCN(C(=O)C3CCCO3)CC2)c1 (stereo not drawn)	0
Cc1cc(=O)[nH]c(-n2nc(C)c(CCC(=O)N3CCCCC3C)c2C)n1 (stereo not drawn)	-2
COc1ccccc1-c1cccc2c1COCC(=O)N2C	-18
O=C(Oc1ccccc1)c1ccc(NCN2C(=O)c3ccc(Br)cc3C2=O)cc1	0
CCCCn1c(CCC)nc2c(=O)n(C)c(=O)[nH]c21	3
Cc1ccc(C)c(Cn2c(=O)c3c(nc4n3CCN4c3ccc(Br)cc3)n(C)c2=O)c1	-3
CC(C)c1cc(N2CCN(c3ccccn3)CC2)n2c(nc3ccccc32)c1C#N	0
CCCCN(C(=O)c1ccc(CN(C)C)o1)C1CCCCCC1	-17
O=C(Nc1ccccc1)C1CCN(C(=O)c2nc(N3CCOCC3)ncc2Cl)CC1	5
CCn1nc(C(=O)N=c2sc3cccc(Cl)c3n2C)cc1C	8
COc1ccc(NC(=O)CCC2CCCN(C(=O)COc3ccc(C)cc3)C2)c(C)c1 (stereo not drawn)	-4
O=C(NCC1CCN(Cc2cccc(Cl)c2)C1)c1ccsc1 (stereo not drawn)	12
CC(C)(C)C(=O)Nc1ccnn1C1CCN(Cc2ccccc2C(F)(F)F)CC1	-2
Cc1cccc(C(=O)NCC(c2cccs2)N2CCN(C)CC2)n1 (stereo not drawn)	-21
Cc1ccn2c(=O)cc(CN(C)Cc3ccc(OC(F)F)cc3)nc2c1	6
CSCCC(=O)N1CCCC(CCC(=O)NCc2ccccc2Cl)C1 (stereo not drawn)	4
O=C(O)c1cc2c(c(S(=O)(=O)N3CCOc4ccccc43)c1)CCC2	5
COc1ccc(N2CCN(Cc3nc4c(c(=O)[nH]c(=O)n4C)n3CC(C)=O)CC2)cc1	-3
COc1ccccc1-n1cc(CNC2CCSC2)cn1 (stereo not drawn)	-17
CCOC(=O)C1=C(Cc2ccc(F)cc2)C(=O)c2ccccc2C1=O	-11
Clc1ccc(OCCCc2nnc3n2CCCCC3)c(Cl)c1	-8
NC(=O)C1CCN(C(=O)c2cc3n(n2)C(C(F)(F)F)CC(c2ccco2)N3)CC1 (stereo not drawn)	9
Cc1nn(CC(=O)c2ccc(Cl)cc2Cl)c(C)[n+]1N	-14
CC(C)N(C(=O)COc1ccc(C(=O)N2CCCC2)cc1)C(C)C	-40

Quoted at random: six entries already listed.
SMILES	mcGAS RapidFire
O=C(O)c1cc2c(c(S(=O)(=O)N3CCOc4ccccc43)c1)CCC2	5
Cc1ccn2c(=O)cc(CN(C)Cc3ccc(OC(F)F)cc3)nc2c1	6
CCCCn1c(CCC)nc2c(=O)n(C)c(=O)[nH]c21	3
Cc1nn(CC(=O)c2ccc(Cl)cc2Cl)c(C)[n+]1N	-14
CCOC(=O)C1=C(Cc2ccc(F)cc2)C(=O)c2ccccc2C1=O	-11
Cc1cccc(C(=O)NCC(c2cccs2)N2CCN(C)CC2)n1 (stereo not drawn)	-21

Back to the main list, repeating the four entries before the break.
SMILES	mcGAS RapidFire
Clc1ccc(OCCCc2nnc3n2CCCCC3)c(Cl)c1	-8
NC(=O)C1CCN(C(=O)c2cc3n(n2)C(C(F)(F)F)CC(c2ccco2)N3)CC1 (stereo not drawn)	9
Cc1nn(CC(=O)c2ccc(Cl)cc2Cl)c(C)[n+]1N	-14
CC(C)N(C(=O)COc1ccc(C(=O)N2CCCC2)cc1)C(C)C	-40
CCOC(=O)C(C)N(C)C(=O)c1ccn(C(C)C)n1 (stereo not drawn)	-7
Cc1ccc(NC(=O)CC(=O)N2CCCC(c3nc(CC(C)C)no3)C2)cc1 (stereo not drawn)	-2
Cc1nc(CN2CCN(C(=O)c3oc4c(C)c(C)ccc4c3C)CC2)cs1	6
COCCn1c(Sc2nc3ccccc3[nH]2)nc2c1c(=O)[nH]c(=O)n2C	-28&-5
c1coc(CN2CCN(c3cnc4ccccc4n3)CC2)c1	3
Cn1c(=O)c2c(ncn2CC(=O)Nc2ccnn2Cc2cccs2)n(C)c1=O	-8
Cc1[nH]c2ccc(C(=O)N3CCC(CN(C)C(C)C)CC3)cc2c1C	1
O=C(NCc1ccncc1)N1CCSCC1c1ccc(Cl)cc1 (stereo not drawn)	-11
CN(CC1CCCN1C)c1ccnc(C(=O)NCc2cccnc2)c1 (stereo not drawn)	-10
CCn1c(CCNC2CCC3(CCNCC3)CC2)nc2ccccc21	-6
CC(C)c1cc(=O)n2c(n1)SCC2CC(=O)Nc1ccon1 (stereo not drawn)	-7
Cc1ccc(-n2c(SCC#N)nc3sc(C)c(C)c3c2=O)c(C)c1	-21
CCOC1CC(NC(=O)c2cnc(-c3cnn(C)c3)s2)C12CCCC2 (stereo not drawn)	3
O=c1c2ccc(-c3ccc(Cl)cc3)nc2[nH]n1-c1ccccc1	-4
O=c1c2cnc3nc(-c4ccc(Cl)cc4)nn3c2ccn1CCN1CCOCC1	5
CC(=O)N1CCCCC1CC(=O)Nc1c(F)cccc1N1CCCC1 (stereo not drawn)	-8
COc1ccc(NC(=O)c2sc(=O)n(Cc3cc(C(C)=O)ccc3OC)c2C)cc1	-4
O=C1NC(N2CCOCC2)=N/C1=C\c1ccccc1	-5
N#CCCN(Cc1cccnc1)CN1C(=O)NC2(CCCCC2)C1=O	-4
C=CC[C@H]1CC=C[C@H](CC=C)[N+]1(C)C	-5
O=C(N[C@@H]1c2ccccc2C[C@@H]1O)c1cccc2ccnn12	-10
CCn1ccc(C(=O)N(C)Cc2ccccc2C(F)(F)F)n1	3
CCCCC1CC(C)(/C(C)=C\NC(N)=S)OC1=O (stereo not drawn)	-33
CCCn1nccc1C(=O)N1CCCC2(CCN(C)C2)C1 (stereo not drawn)	11
CN1CCN(c2ncc(CNCCc3nnc4n3CCCCC4)cn2)CC1	-4

The list continues:
SMILES	mcGAS RapidFire
CNc1nc2ccccc2n1/N=C\c1cccc(OC)c1OC	1
CN(Cc1ccccc1)C1(CNCc2ccccn2)Cc2ccccc2C1	-4
CCOC(=O)C1(CCc2ccccc2)CCN(Cc2nc3ccccc3[nH]2)CC1	-4
Cc1ccccc1-n1cc(CN2CCCC(N3CCCC3=O)C2)cn1 (stereo not drawn)	8
Cc1[nH]n(-c2ccccc2)c(=O)c1C(C[N+](=O)[O-])c1ccc(F)cc1 (stereo not drawn)	0
CC(Sc1nc(N)c(C#N)cc1C#N)c1cn(-c2ccccc2)nn1 (stereo not drawn)	1
CC(C1CC1)N(C(=O)Nc1ccc(N2CCOC2=O)cc1)C1CC1 (stereo not drawn)	1
C#CCOc1ccc(C2c3cc4c(cc3OC(=N)C2C#N)OCO4)cc1OC (stereo not drawn)	-24
CC(Cc1nsc(Nc2ccc(Cl)cc2)n1)=NCC1CCCO1 (stereo not drawn)	6
CCN1CCN(CCC(=O)NCC2(O)CCCCCC2)CC1	-8
CCCc1nc2c3ccccc3n(CC(=O)Nc3ccccc3C)c(=O)n2n1	-1
COc1ccccc1Oc1ncccc1CNC(=O)c1cccnc1OC	-10
COc1c[nH]c(CN2CCCC(N(C)C)CC2)cc1=O (stereo not drawn)	-10
CC1(C)Cc2c(cnn2-c2cccc(F)c2)C(NC(=O)c2n[nH]c3c2CCC3)C1 (stereo not drawn)	-7
O=S(=O)(c1cc(Cl)ccc1Cl)N1c2cccc3cccc(c23)S1(=O)=O	-6
CCCCc1nc(C(N)=O)c2[nH]c(=O)n(-c3cccc(OC)c3)c2n1	-4
O=C(NCCCCCCNC(=O)OC1CCS(=O)(=O)C1)OC1CCS(=O)(=O)C1 (stereo not drawn)	-6
Cn1nnc2c(SCC(=O)NCc3ccccc3Cl)ncnc21	-2
CCCS(=O)(=O)NCc1cccc(COC2CCCC2)c1	-6
COC(=O)c1ccc(Cn2nc(C3CC3)c3cnn(-c4ccccc4)c3c2=O)o1	-9
CC(Nc1ncccc1C#N)c1ccc(N2CCN(C)CC2)c(F)c1 (stereo not drawn)	-4
CCn1c(SCC(=O)Nc2nnc(C)s2)nc2c(c1=O)SC(C)C2 (stereo not drawn)	-8
